GalR3 antag = blocks the human galanin receptor 3; O60755; HEK293 GalR3-CNG cAMP membrane potential fluorescence; galR3 body fused to GalR1 C-terminus; inhibition, % at 3 µM; actives 0.44% (n = 360,000); AID 651719;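 active = inhibition above the screen-wide average plus 3 SD, cut at about 13% in these data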;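 note: forskolin and galanin both at EC90 stimulate the cells; cAMP rise reported by CNG channel membrane potential dye signal; 0% = forskolin plus galanin with DMSO and 100% = forskolin alone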
SUMO HTRF inh = SUMOylation inhibition | actives 0.36% (n = 290,000) | HTRF SUMOylation assay, SAE1/SAE2 + UBC9, in vitro | inhibition, % at 35 µM | AID 2006 | P63279; in the data active = inhibition above about 50%, passing the limit was not always enough; note: strong numbers were not always called active
IDE cell activ = IDE (human) activation, cell-based | P14735 | HEK cells, FAbeta-B cleavage, fluorescence polarization; 0% vehicle, 100% cell-free pure enzyme wells | activation, % at 5.96 µM | actives 0.073% (n = 340,000) | AID 493087;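 active = activation above the mean of all tested compounds plus 3 SD, set per screening campaign, cut at about 17% in these data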
CRFBP-R2 block = antagonists of CRF-binding protein/CRF-R2 receptor complex; HEK293 CRF-R2/CRF-BP, CRF-induced calcium fluorescence; inhibition, % at 11.8 µM; actives 0.59% (n = 350,000);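 active = inhibition of the ligand-induced calcium signal above about 50% at the single tested concentration, limit read from the data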
IDE cell inh = cellular human IDE inhibition | P14735 | HEK cells, FAbetaB cleavage, fluorescence polarization | inhibition, % at 5.59 µM | actives 0.41% (n = 320,000) | AID 434962;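 active = percent inhibition above the average of all tested compounds plus 3 SD, set per screening campaign, cut at about 16% in these data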;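 note: IDE supplied by intact live HEK cells; FP after avidin binding of uncleaved biotin substrate so inhibition keeps polarization high; 0% = DMSO wells and 100% = 60 µM reference IDE inhibitor Ii1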
IMP-1 inh = inhibitors of Pseudomonas aeruginosa IMP-1 metallo-beta-lactamase | purified IMP-1, nitrocefin hydrolysis, epi-absorbance fluorescence | inhibition, % at 5.6 µM | actives 0.45% (n = 290,000);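 active = inhibition above the mean plus 3 SD of all compounds in the same screening run, cut at about 4.5% in these data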;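 note: 0% = IMP-1 with DMSO and 100% = DMSO wells lacking enzyme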
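Material – recombinant IMP-1 enzyme, purified · Amount – IMP-1 0.2 nM before substrate addition · Medium – HEPES buffer pH 7.1 with ZnSO4 and Brij 35 · Timing – 25 °C, 15 min preincubation, 25 min reaction · Measured by – plate fluorescence quenching by hydrolysis product, ex 480/em 530 nm · Read-out – percent enzyme inhibition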
NS3 helicase inh = inhibitors of Hepatitis C virus NS3 helicase. NS3 helicase DNA unwinding, Cy5 molecular beacon fluorescence. inhibition, % at 10.9 µM. actives 0.56% (n = 290,000);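 active = inhibition above the mean of all tested compounds plus 3 SD, set per campaign, cut at about 35% in these data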;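 note: 0% = DMSO wells and 100% = thioflavine S control wells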
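Measured by: Cy5 fluorescence, 0 and 60 min reads / Assay system: NS3 helicase fragment of HCV / Control set: low DMSO, high thioflavine S at 110 µM / Times: 1 h reaction at 25 °C, ATP-initiated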
p-CIP stab down = compounds decreasing mouse p/CIP protein stability; actives 0.01% (n = 290,000); decrease of EGFP signal, % at 10 µM; AID 1984; Q05BA5; F442A p/CIP-EGFP cells, EGFP fluorescence, 16 h;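 active = EGFP signal decrease of at least 30% at 10 µM or well 3 SD below plate mean, unless failing retest; inactive = the rest, including hits failing retest or dose response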; note: some compounds called inactive have numbers as strong as hits; many of its hits are not listed in these tables
Target sequence (Q05BA5 1-1403): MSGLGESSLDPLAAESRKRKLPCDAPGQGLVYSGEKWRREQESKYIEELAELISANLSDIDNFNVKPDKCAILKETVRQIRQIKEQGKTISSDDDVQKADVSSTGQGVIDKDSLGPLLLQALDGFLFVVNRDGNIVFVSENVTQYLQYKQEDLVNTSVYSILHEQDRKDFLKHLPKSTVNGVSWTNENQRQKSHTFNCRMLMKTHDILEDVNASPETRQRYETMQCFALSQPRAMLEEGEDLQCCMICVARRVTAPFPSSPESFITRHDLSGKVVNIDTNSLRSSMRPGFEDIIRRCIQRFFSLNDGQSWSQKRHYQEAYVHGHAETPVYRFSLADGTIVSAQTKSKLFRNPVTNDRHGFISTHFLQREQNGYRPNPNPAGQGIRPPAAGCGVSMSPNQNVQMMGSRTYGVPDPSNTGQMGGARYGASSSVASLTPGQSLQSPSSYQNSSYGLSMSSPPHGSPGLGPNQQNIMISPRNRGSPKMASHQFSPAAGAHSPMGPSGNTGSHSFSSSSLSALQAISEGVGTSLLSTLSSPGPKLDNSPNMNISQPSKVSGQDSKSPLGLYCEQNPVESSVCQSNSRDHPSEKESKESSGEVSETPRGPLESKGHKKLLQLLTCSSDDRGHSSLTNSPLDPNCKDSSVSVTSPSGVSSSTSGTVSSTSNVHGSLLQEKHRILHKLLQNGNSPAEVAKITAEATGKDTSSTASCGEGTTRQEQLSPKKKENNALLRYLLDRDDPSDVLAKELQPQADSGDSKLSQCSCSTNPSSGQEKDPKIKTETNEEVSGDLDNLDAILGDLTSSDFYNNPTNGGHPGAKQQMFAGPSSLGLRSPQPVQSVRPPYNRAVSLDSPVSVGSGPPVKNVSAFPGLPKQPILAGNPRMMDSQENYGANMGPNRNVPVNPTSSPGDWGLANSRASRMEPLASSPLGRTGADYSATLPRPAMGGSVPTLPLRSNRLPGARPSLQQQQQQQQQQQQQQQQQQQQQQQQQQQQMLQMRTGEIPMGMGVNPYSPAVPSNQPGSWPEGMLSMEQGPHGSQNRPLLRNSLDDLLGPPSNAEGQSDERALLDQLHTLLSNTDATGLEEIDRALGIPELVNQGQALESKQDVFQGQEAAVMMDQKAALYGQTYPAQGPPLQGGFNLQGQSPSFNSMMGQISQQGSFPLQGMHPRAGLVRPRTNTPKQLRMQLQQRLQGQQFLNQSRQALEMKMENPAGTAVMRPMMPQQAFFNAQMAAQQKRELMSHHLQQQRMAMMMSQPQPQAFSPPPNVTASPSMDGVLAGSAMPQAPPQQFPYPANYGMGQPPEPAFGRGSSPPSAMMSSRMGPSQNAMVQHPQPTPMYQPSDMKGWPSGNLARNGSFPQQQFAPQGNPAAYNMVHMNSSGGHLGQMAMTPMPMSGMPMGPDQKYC
VIM-2 inh = blocks Pseudomonas aeruginosa VIM-2 metallo-beta-lactamase; inhibition, % at 5.6 µM; purified VIM-2, nitrocefin hydrolysis, epi-absorbance fluorescence; actives 0.89% (n = 290,000);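 active = inhibition above the mean of all tested compounds plus 3 SD, cutoff set per screening run, cut at about 7.5% in these data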;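 note: red hydrolysis product quenches plate fluorescence so inhibitors raise well fluorescence; 0% = enzyme with DMSO and 100% = DMSO without enzyme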
* marks the source's active call; other numbers are inactive results; / = no result given.

SMILES	GalR3 antag	SUMO HTRF inh	IDE cell activ	CRFBP-R2 block	IDE cell inh	IMP-1 inh	NS3 helicase inh	p-CIP stab down	VIM-2 inh
O=C1ON=C(c2ccc([N+](=O)[O-])cc2)/C1=C/c1ccccc1O	-10	15	0	-22	/	-2.6	20	-10	-1.8
CCc1cccc(OCC(=O)N(C)CC(=O)Nc2cccc(F)c2)c1	-5	/	5	-4	4	/	/	/	/
COc1ccc(Cc2nc(C(=O)Nc3ccc(F)cc3)cs2)cc1	-5	13	5	9	1	-3.0	-13	-7	-3.3
O=C(NCCNCc1ccccn1)c1ccco1	2	2	-2	-3	2	0.1	-1	-14	-1.0
Cc1nn(CC(=O)N2CCCCCC2)c(=O)c2cc3occc3n12	-6	-13	4	-1	1	-2.8	8	6	-2.1
CC(C)(C)NC(=O)CSc1nncn1-c1ccccc1	-4	-5	6	2	-3	-3.5	7	7	-1.4
O=C(Nc1cccc(S(=O)(=O)Nc2ccc(Cl)cc2)c1)c1ccc[n+]([O-])c1	-1	12	-15	-18	11	-1.0	6	-7	-0.7
Cc1c(C(=O)N(C)Cc2ccc(OC(F)F)cc2)oc2ccccc12	-9	-22	5	35	-2	-3.6	-11	4	-4.8
CCOC(=O)c1[nH]cnc1C(=O)Nc1ccccc1	-5	-1	4	19	5	-2.1	-7	4	-0.9
CCC(C)[C@H](NC(=O)NCCC1=CCCCC1)C(=O)O (stereo partly specified)	-2	21	9	3	9	-1.1	-1	-6	-2.2
Cc1ccc(C)c(NC(=O)CSc2nnc(-c3cc(C)[nH]n3)n2N)c1	-7	-4	3	-4	7	0.2	22	-10	0.4
CCNC(=O)NC(=O)C(C)OC(=O)c1ccc(SC)cc1OC (stereo unspecified)	5	-14	7	22	4	-2.6	0	0	-1.5
CC(=O)N1CCN(c2ccccc2NC(=O)COc2ccc(Br)cc2)CC1	-9	-4	-6	-28	-1	-0.4	-2	1	-1.4
CC(=O)c1cnc(N(C)C)s1	-4	3	2	6	0	-0.4	1	-1	-2.6
Cc1cc(N)n2nc(C)c(-c3ccc(Cl)cc3)c2n1	-2	2	1	-12	5	-3.6	-7	8	-2.8
C#CCNc1ccc(C(=O)OCC)cc1	-9	21	3	-14	7	-3.2	-11	-7	-3.4
COc1ccc(S(=O)(=O)N/N=C(/C)c2ccc(C)o2)cc1	-5	/	-1	8	-1	/	/	/	/
Cc1ccccc1Nc1nc(N)nc(CN(C)Cc2ccccc2Cl)n1	-8	-16	5	3	0	-3.0	-13	-9	-1.0
CC1C/C(=C/c2cccs2)C(=O)/C(=C/c2cccs2)C1 (stereo unspecified)	-2	40	0	1	2	-0.9	32	1	3.0
CCOC(=O)c1sc(=S)n(C)c1NC(=O)c1ccc(OC)cc1	-7	26	4	6	1	-0.6	1	2	-1.3
O=C(CSc1n[nH]c(-c2ccncc2)n1)c1cccc([N+](=O)[O-])c1	-4	3	/	-11	-7	-0.8	2	-2	-0.2
O=C(NCCc1ccc(Cl)cc1)C1CCCN1C(=O)NCc1ccccc1 (stereo unspecified)	-6	-13	1	-2	4	1.2	16	5	2.9
COc1ccc(C(CNC(=O)C2CC(=O)N(Cc3ccccc3)C2)N2CCOCC2)cc1 (stereo unspecified)	-3	/	0	1	0	/	/	/	/
Cc1cnc(NC(=O)CSc2ccc(Cl)cc2)s1	2	-2	-5	-3	3	-2.0	-5	-16	-1.6
O=C(N/N=C/c1ccc([N+](=O)[O-])cc1)c1cccnc1	-5	-3	1	-3	1	-0.5	5	10	0.5
CN(C)c1ccc(C=Nc2ccc(N(C)C)cc2)cc1	-3	-68	-2	5	-5	-2.7	37*	-9	-1.6
O=C1NC2(CCCCCC2)C(=O)N1Cc1ccc(Cl)cc1Cl	-8	15	-4	-46	5	-1.3	13	-28	-0.6
Cc1cc(O)cc(=O)n1Cc1ccccc1	4	/	2	2	0	/	/	/	/
CCSc1nnc(NC(=O)C2CCCCC2)s1	-7	3	-2	-30	1	0.4	1	-5	1.8
COc1ccc(CNC(=O)C2CCN(C(=O)[C@@H](CC(C)C)NC(=O)OC(C)(C)C)CC2)cc1	4	0	-2	/	/	-0.8	-3	-15	0.2
COC(=O)C(=Cc1ccccc1[N+](=O)[O-])C(=O)OC	-6	12	-1	-5	-4	-2.0	4	4	-1.1
CCCCn1c(=O)c(CC(C)=O)nc2ccccc21	-2	1	1	-2	3	-1.3	-3	1	-1.7
COc1ccc(C2=NOC(C3(S(=O)(=O)c4ccccc4)CC(O)C3)C2)cc1 (stereo unspecified)	-4	/	2	-9	1	/	/	/	/
COc1ccccc1/C=C/C=N/n1c(-c2cc(C)[nH]n2)n[nH]c1=S	-1	6	-1	1	0	-5.8	2	-2	-3.7
COc1cccc(CN2CCN(C(=O)c3oc4c(F)cccc4c3C)CC2=O)c1	1	12	0	22	5	-4.0	28	-8	-1.8
CN(CC(=O)Nc1ccc(F)cc1)C(=O)CN1C(=O)NC2(CCCc3ccccc32)C1=O (stereo unspecified)	2	7	-2	3	2	-2.8	-13	-8	-1.1
Cc1cc(Nc2cc(Cl)cc(Cl)c2)nc(N)n1	6	12	1	-20	3	-0.1	-3	-9	1.2
C=CCOc1c(OC)cc(/C=N/Nc2cccc(C(=O)O)c2)c(Br)c1Br	4	19	2	40	-3	-3.8	17	-9	-1.9
Cc1c(C(=O)N2CCOCC2)c(S(=O)(=O)N2CCN(c3ccc(Cl)cc3)CC2)c(C)n1C	-1	9	5	21	-7	-2.4	-2	-4	-2.3
CC(=O)c1ccc(NC(=S)N2CCN(CCO)CC2)cc1	-9	10	-1	9	-5	-3.4	9	-5	-0.4
CC(=O)Cc1ccccc1OC(=O)c1ccco1	-4	-16	-1	4	2	1.9	4	-6	-1.5
CCCCN(C(=O)c1cccc(S(=O)(=O)N2CC(C)OC(C)C2)c1)c1c(N)n(CC(C)C)c(=O)[nH]c1=O (stereo unspecified)	1	0	8	-19	-1	-1.0	-3	-81	-2.3
COc1ccccc1NS(=O)(=O)c1cc(NC(=O)c2cccs2)ccc1N1CCCC1	-9	-4	-6	-9	11	-3.7	-2	-10	-1.7
COc1ccc(NC(=O)Cn2c(=O)sc3ccccc32)c(OC)c1	-1	17	-2	15	6	-2.1	7	-11	-3.1
COC(=O)c1ccccc1NC1OC(=O)c2ccccc21 (stereo unspecified)	2	0	9	4	-3	-3.5	2	12	-3.0

Reprinted at random: 5 entries already listed
SMILES	GalR3 antag	SUMO HTRF inh	IDE cell activ	CRFBP-R2 block	IDE cell inh	IMP-1 inh	NS3 helicase inh	p-CIP stab down	VIM-2 inh
COC(=O)C(=Cc1ccccc1[N+](=O)[O-])C(=O)OC	-6	12	-1	-5	-4	-2.0	4	4	-1.1
Cc1c(C(=O)N2CCOCC2)c(S(=O)(=O)N2CCN(c3ccc(Cl)cc3)CC2)c(C)n1C	-1	9	5	21	-7	-2.4	-2	-4	-2.3
COc1ccc(NC(=O)Cn2c(=O)sc3ccccc32)c(OC)c1	-1	17	-2	15	6	-2.1	7	-11	-3.1
COc1cccc(CN2CCN(C(=O)c3oc4c(F)cccc4c3C)CC2=O)c1	1	12	0	22	5	-4.0	28	-8	-1.8
CN(CC(=O)Nc1ccc(F)cc1)C(=O)CN1C(=O)NC2(CCCc3ccccc32)C1=O (stereo unspecified)	2	7	-2	3	2	-2.8	-13	-8	-1.1

Next entries:
SMILES	GalR3 antag	SUMO HTRF inh	IDE cell activ	CRFBP-R2 block	IDE cell inh	IMP-1 inh	NS3 helicase inh	p-CIP stab down	VIM-2 inh
O=Cc1cccn1-c1nccc(-c2ccco2)n1	0	5	-5	-4	0	-3.1	10	-6	1.2
CN(CC(=O)Nc1ccccc1Cl)C(=O)c1ccc(Cl)c(S(=O)(=O)N2CCCCCC2)c1	-8	/	-2	3	3	/	/	/	/
Cc1ccc(NC(=O)c2cccs2)cc1	-1	4	1	-12	0	-2.6	2	4	-1.1
Cc1cccc(NC(=O)Cc2ccc(-c3ccccc3)cc2)n1	-1	13	-2	18	0	12*	-3	10	-0.4
CCc1cc(=O)[nH]c(SCC(=O)N2CCOCC2)n1	-3	/	-3	0	-1	/	/	/	/
COc1ccc(NC(=S)N2CCOCC2)c(OC)c1	2	-2	0	8	-3	-2.5	3	-10	-1.7
COc1ccc(CN(CCc2ccccc2)Cc2ccccc2)cc1OC	-12	-22	3	0	4	-1.9	3	-12	-0.4
O=C1CCC(=O)N1c1ccc(-c2nc3ccccc3s2)cc1	0	-7	5	-15	-4	-1.9	13	4	-2.8
CCOC(=O)c1ccccc1-n1c(C)cc(C2N=C(N)Nc3nc4ccccc4n32)c1C (stereo unspecified)	0	7	1	-32	-3	-2.6	-21	-9	-2.7
Cc1cccc(N(C)C(=O)c2cc(S(=O)(=O)N3CCc4ccccc43)cn2C)c1	/	19	-2	5	6	-0.9	-14	4	0.1
O=C(NCc1cccs1)c1cc(-c2ccccc2)on1	-2	17	8	-7	0	-4.1	8	-2	0.7
CNc1ccc(Br)cc(C(=O)/C=C/c2ccc3c(c2)OCO3)c1=O	-2	23	1	-1	7	9.2*	54*	-5	5.9
CSc1ncccc1C(=O)OCc1ccc(COC(=O)c2cccnc2SC)cc1	/	20	/	/	/	-3.5	-3	-11	-1.5
Cc1csc(SC(C)C(=O)NC2CCCCC2C)n1 (stereo unspecified)	0	/	2	-10	-1	/	/	/	/
COc1ccc(CNc2nc3nc4c(c(=O)n3[nH]2)CCC4)cc1	0	-6	2	2	1	0.0	0	-10	-3.7
CCN1CCN(c2nc(-c3ccccc3)nc3ccccc23)CC1	-4	18	1	-32	1	-1.5	-5	-3	-0.3
COc1ccc(CNc2nc(S(=O)(=O)c3ccccc3)c(Cl)s2)cc1OC	85*	-10	2	40	3	1.1	-27	5	1.7
Fc1ccc(C2CC(c3ccco3)n3ncnc3N2)cc1 (stereo unspecified)	-2	13	-2	-11	-2	-1.6	3	-8	-2.1
O=C(CN1CCN(c2ccc(F)cc2)CC1)N(C1CCCC1)C1CCS(=O)(=O)C1 (stereo unspecified)	-5	/	-2	-3	0	/	/	/	/
CCn1cc(C2C(C(=O)Nc3ccc(Br)cn3)=C(C)NC3=C2C(=O)CCC3)c(C)n1 (stereo unspecified)	-2	0	-2	11	1	-2.7	-1	-9	-5.0
S=C(NCc1ccccn1)Nc1ccc(Cl)cc1Cl	-2	24	-3	38	2	-4.0	-3	-3	-3.2
CCOC(=O)C1=C(C)NC(C)=C(C(=O)OCC)C1C(=O)OCC(=O)NCc1ccccc1	2	/	0	-18	4	/	/	/	/
C#CCCc1ccccc1/C=[N+](/C)[O-]	-2	/	-6	6	10	/	/	/	/
O=P(O)(Cc1ccccc1)Cc1ccccc1	-8	6	1	6	2	-2.8	-1	-13	-2.6
COc1ccc(CNc2ncnc3c2[nH]c2cc(OC)c(OC)cc23)cc1	0	23	1	-3	2	-0.8	-74	-6	-3.3
COc1ccccc1/C=N/N1CCN(c2ccc(Cl)cc2)CC1	-10	4	-9	2	14	-3.7	4	-9	-2.7
CC(SC1=NCCN1S(=O)(=O)c1ccc(F)cc1)c1ccccc1 (stereo unspecified)	-1	-4	4	7	5	-4.0	-20	-19	-1.4

No enrichment for hits; 3.2% or so of the library scored in one or more.
